# SV40 large T antigen: SV40 large T antigen inhibitors, biochemical (AID 1903); inhibition, % at 20 µM, or IC50 in µM where a hit was titrated; hit rate 0.39% among 310,000; SV40 large T antigen ATPase/helicase inhibition assay; higher % means a stronger effect; in the data active means a potency from the dose series; inconclusive means inhibition mostly from about 32% at the one dose, without a potency; inactive means the rest, 99 in 100 with inhibition below about 32%; further: strong numbers were not always called active
# Hep lipid drop: modulators of hepatic lipid droplet formation | AML12 mouse hepatocytes, oleate lipid droplets, BODIPY imaging | inhibition, % at 6.5 µM | hit rate 0.4% among 240,000 | AID 1656;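 active means lipid droplet intensity inhibited by at least 50%, with more than 500 cells counted; inconclusive means wells with under 300 cells, treated as cytotoxic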
#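 Test system: AML12 mouse liver cells; schedule: overnight exposure; technique: high-content imaging of BODIPY-stained droplets and DAPI nuclei; read-out: % inhibition of corrected integrated BODIPY droplet signal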
# Rac1 GTP hydrolysis: MgcRacGAP GTPase-activating activity inhibitors, confirmation, biochemical, ADP Hunter fluorescence. hit rate 0.6% among 340,000. MgcRacGAP-stimulated Rac1 GTP hydrolysis, ADP Hunter fluorescence; higher % means a stronger effect; GST-tagged Rac1 F28L mutant substrate. inhibition, % at 30 µM; hits with a dose series show IC50 in µM;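 active means first-screen hits whose inhibition reached a set limit at any dose in the follow-up dose series; inconclusive means inhibition above the set first-screen limit but never retested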;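 further: fluorescence reports GDP produced by GAP-driven GTP hydrolysis; strong numbers were not always called active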
# GPR55 activation: GPR55 agonists via beta-arrestin recruitment, primary screen, imaging, U2OS cells, beta-arrestin-GFP redistribution (AID 1961); U2OS GPR55 beta-arrestin-GFP redistribution imaging; higher % means a stronger effect; one-dose activation, % at 10 µM; EC50 in µM for titrated hits; hit rate 0.048% among 290,000;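 active means activation above 40% with more than 50 cells counted in the well; inconclusive means wells holding fewer than 50 cells, flagged as toxic or sparse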;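 further: U2OS osteosarcoma cells stably expressing GPR55 and beta-arrestin-GFP; plate controls were DMSO negative control for no effect and LPI positive control for full effect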
# T cell modulator: modulates CD8 T cell binding to vesicles; 2C CD8+ T cell-vesicle binding, flow cytometry; stronger effect = lower value; calls only at 7 µM; hit rate 0.068% among 330,000; AID 2052;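 active means response, share of CD8 T cells binding vesicles, and their 90th percentile fluorescence all below set limits, cut at about 80% in these data, passing the limit was not always enough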
#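 Test system: purified 2C TCR transgenic mouse naive CD8+ T cells. Probe or stimulus: QL9-peptide-loaded Drosophila micro-vesicles bearing Ld, ICAM-1 and B7-1. Incubation: binding step 1.5 h, 37 °C, antibody labelling 20 min, ice. Measured by: flow cytometry of vesicle-bound cells.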
# NTR1 ag: agonists of NTR1, primary screen, imaging, U2OS cells, beta-arrestin-GFP, high content (AID 493036) | hit rate 0.17% among 330,000 | activation, % at 20 µM | NTR1-U2OS beta-arrestin-GFP spot imaging, agonist mode;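 active means activation at or above 40% of the spot to cytoplasm intensity ratio, with at least 20 cells analyzed; inconclusive means wells under 20 cells, flagged as cytotoxic or low count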;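 further: 0% = DMSO without peptide and 100% = 100 nM NTR1 peptide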
# Target sequence (P30989 whole entry, looked up): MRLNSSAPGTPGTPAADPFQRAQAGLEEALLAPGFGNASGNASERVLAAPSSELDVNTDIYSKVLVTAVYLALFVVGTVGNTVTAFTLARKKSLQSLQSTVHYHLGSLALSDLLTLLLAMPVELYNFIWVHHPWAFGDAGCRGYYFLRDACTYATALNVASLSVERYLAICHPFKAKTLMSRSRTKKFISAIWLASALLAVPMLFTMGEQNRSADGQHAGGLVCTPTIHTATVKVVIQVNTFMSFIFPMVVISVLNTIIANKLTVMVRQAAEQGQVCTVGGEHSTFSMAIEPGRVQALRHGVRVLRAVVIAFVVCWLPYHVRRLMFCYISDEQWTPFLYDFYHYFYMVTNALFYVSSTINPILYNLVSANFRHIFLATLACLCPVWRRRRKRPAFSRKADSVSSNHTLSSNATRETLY
# GPR55 LPI antagonism: inhibition of LPI-stimulated GPR55 beta-arrestin translocation – imaging, U2OS, beta-arrestin-GFP, LPI agonist, primary screen (AID 2013). one-dose inhibition, % at 10 µM; IC50 in µM for titrated hits. U2OS GPR55 beta-arrestin-GFP translocation imaging, LPI antagonism; higher % means a stronger effect. hit rate 0.13% among 290,000;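 active means spots per cell inhibited over 60%, with over 100 cells counted and total cytoplasm intensity under 500,000; inconclusive means wells with under 100 cells, flagged as likely toxic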;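 further: U2OS cells stably carrying GPR55 and arrestin-GFP stimulated by 5 µM LPI near EC80; imaged beta-arrestin-GFP aggregate spots per cell after agonist stimulation; plate controls were LPI-stimulated DMSO wells for no effect and DMSO wells without LPI for full effect; some results filed as inactive read as strong as hits; confirmed hits need IC50 under 10 µM and bright autofluorescent wells are also inconclusive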
# GPR35 arrestin U2OS: inhibition of zaprinast-stimulated GPR35 beta-arrestin translocation – imaging, U2OS, beta-arrestin-GFP, zaprinast agonist, primary screen (AID 2058) | U2OS GPR35 beta-arrestin-GFP translocation imaging, zaprinast antagonism; higher % means a stronger effect | hit rate 0.052% among 290,000 | inhibition, % at 10 µM, or IC50 in µM where a hit was titrated;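 active means inhibition of at least 50% with at least 30 cells and total cytoplasm GFP at most 10,000,000; inconclusive means under 30 cells or total GFP of 10,000,000 plus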
# LYP inhibition: inhibitors of LYP phosphatase, biochemical, fluorescence intensity, uHTS (AID 1779); hit rate 0.054% among 290,000; inhibition, % at 11.5 µM, or IC50 in µM where a hit was titrated; recombinant LYP phosphatase, fluorescence intensity; higher % means a stronger effect; in the data active means inhibition above about 50%;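 further: plate controls were vehicle with enzyme for no effect and no enzyme for full effect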
# Hep lipid drop cells 6.5 µM: second read-out of Hep lipid drop, no call of its own (marks repeat the call); cell count; measured here: cell count, cytotoxicity flag;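 cells counted across two imaged fields per well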
# T cell modulator vesicle-bound %: further read-out of T cell modulator, marked with its call; double positive events, %; measured here: CD8+ vesicle-bound cell fraction;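 binding gate set so that unloaded-vesicle control wells show 10% double positive cells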
# NTR1 ag cell count 20 µM: also measured in NTR1 ag; calls as there; cell count; measured here: cell count, cytotoxicity flag
# Numbers without * were called inactive; i = inactive; ? = inconclusive; / = no result given.
SMILES,SV40 large T antigen,Rac1 GTP hydrolysis,NTR1 ag,LYP inhibition,Hep lipid drop cells 6.5 µM,NTR1 ag cell count 20 µM,T cell modulator,GPR55 LPI antagonism,Hep lipid drop,GPR55 activation,T cell modulator vesicle-bound %,GPR35 arrestin U2OS
CC1CCCN(c2c3c(nc4ccccc24)CCCC3)C1 (centres undefined),7%,0%,23,-2%,815,84,i,5%,-3,-0.1%,35,-8%
Cc1ccc(NC(=O)OCCN2CCN(S(=O)(=O)c3ccc(C)cc3)CCC2=O)cc1,10%,2%,4.4,-2%,722,86,i,14%,-6,1.1%,28,5%
C#CCOCCOCCOCCNc1nc(N2CCN(C(=O)[C@H](C(C)C)n3cc(CCO)nn3)CC2)nc(N2CCN(C(=O)[C@H](C(C)C)n3cc(CCO)nn3)CC2)n1,14%,10%,-0.7,5%,737,95,i,2%,-3,0.2%,25,1%
CCOc1ccc(-c2nc3ccccc3c(=O)o2)cc1,2%,5%,2.3,1%,748,62,i,6%,3,-0.3%,25,2%
CC(C)c1nc2c(c(=O)c3ccccc3n2C)c(=O)n1-c1ccc(F)cc1,11%,6%,-2.7,0%,663,57,i,-4%,-2,-0.2%,36,-12%
CCOC(=O)CNC(=O)c1sc2ncnc(N3CCc4ccccc4C3)c2c1C,3%,-3%,-2.1,-4%,654,78,i,-21%,-46,-0.2%,13,-1%
O=C(COc1ccc(Br)cc1)Nc1ccc(-c2nnc(-c3ccco3)o2)cc1,25%,5%,2.7,-1%,581,90,i,9%,-2,0.2%,30,-9%
O=C(CSc1nnc(-c2cccnc2)n1CCc1ccccc1)N1CCCCC1,-1%,-7%,-1.3,-2%,/,67,i,2%,/,-0.1%,26,4%
Cc1ccc(C(=O)NC2CCCCNC2=O)cc1 (centres undefined),13%,6%,-1.3,-4%,759,30,i,7%,14,0.5%,61,-7%
Nc1nnc(-c2ccccc2)s1,6%,0%,2.9,-5%,726,45,i,10%,-3,-0.1%,13,8%
CCCCCn1c(CN2CCN(c3cccc(Cl)c3)CC2)nc2c1c(=O)n(C)c(=O)n2C,/,2%,18,1%,/,34,i,-3%,/,-0.2%,27,0%
COc1ccc(/C=C/C(=O)c2ccc3c(c2)OCCO3)cc1[N+](=O)[O-],1%,-1%,3.4,2%,/,97,i,29%,/,0.4%,22,13%
Cc1cc(C(=O)COC(=O)c2ccc[nH]c2=O)c(C)n1-c1ccccc1,10%,0%,-0.9,-2%,484,42,i,15%,-17,-0.2%,47,2%
CC(C)OP(=O)(OC(C)C)C(NC(=O)c1ccc(Br)cc1)c1ccccc1 (centres undefined),3%,3%,-0.4,-1%,/,72,i,14%,/,0.0%,22,9%
CCn1cc(SCC(N)=O)c2ccccc21,8%,3%,-0.9,-6%,667,86,i,6%,-7,-0.1%,16,1%
COC(=O)C(Oc1ccc2c(-c3ccc(OC)cc3)cc(=O)oc2c1)c1ccccc1 (centres undefined),4%,4%,1.4,12%,689,58,i,0%,-8,-0.3%,36,-12%
O=C(NCCc1ccccc1)C1CCCN(S(=O)(=O)c2cnc[nH]2)C1 (centres undefined),0%,1%,-0.4,-8%,/,65,i,-6%,/,-0.1%,48,-22%
COc1ccccc1NS(=O)(=O)c1cccc2cccnc12,7%,3%,-2.4,-3%,675,55,i,5%,19,-0.3%,46,2%
CCc1ccc(-n2c(CSc3nnnn3-c3ccccc3)nc3ccccc3c2=O)cc1,8%,4%,0.5,-8%,754,51,i,14%,12,-0.1%,39,-12%
COc1nc(-c2ccccc2)c2cc(Br)ccc2n1,8%,2%,0.3,/,/,52,i,/,/,/,17,/
COC(=O)c1cccc(NC(=O)c2nn(C(C)C)c(=O)c3ccccc23)c1,-3%,8%,2.5,-5%,529,76,i,-7%,0,0.2%,49,25%
O=c1c2ccccc2ncn1/N=C/c1ccccc1,6%,-2%,-0.9,-7%,/,83,i,-4%,/,-0.1%,19,-6%
FC(F)(F)c1cnc(Sc2ncn[nH]2)c(Cl)c1,-1%,2%,-0.2,-6%,682,80,i,-1%,-13,-0.5%,47,7%
O=c1oc2ccccc2cc1-c1ccc(O)cc1O,31%,25%,0.2,1%,680,51,i,5%,12,0.0%,33,23%
CC1(C(=O)O)CC(C)(C(=O)O)CC(C)(C(=O)O)C1 (centres undefined),0%,-8%,-0.4,-7%,808,27,i,-1%,3,0.3%,36,8%
CCCCNC(=O)[C@@H]1CSC2c3ccccc3C(=O)N21 (some centres undefined),4%,/,/,-10%,691,/,i,1%,-2,-0.1%,22,-8%
CN(c1cccc(NC(=O)c2ccccc2N(C)S(=O)(=O)c2ccccc2)c1)S(C)(=O)=O,-2%,5%,-0.4,-7%,699,56,i,10%,23,-0.4%,25,16%
CCCN1C[C@H](CSC)C[C@@H]2c3cccc4[nH]cc(c34)C[C@H]21,6%,4%,3.3,0%,561,44,i,1%,-29,-0.2%,14,6%
Cc1cccc(NC(=S)N(CCCN2CCOCC2)C(C)c2cc3ccccc3o2)c1C (centres undefined),15%,9%,5.8,3%,715,56,i,11%,-2,-0.3%,50,-7%
C=CCc1cccc(/C=N/NC(=O)CNc2ccccc2)c1O,0%,14%,1.5,0%,736,50,i,20%,-7,-0.2%,36,1%

# Four compounds already listed, arranged by the value under LYP inhibition, lowest first.
SMILES	LYP inhibition
O=C(NCCc1ccccc1)C1CCCN(S(=O)(=O)c2cnc[nH]2)C1 (centres undefined)	-8%
O=C(CSc1nnc(-c2cccnc2)n1CCc1ccccc1)N1CCCCC1	-2%
CCCCCn1c(CN2CCN(c3cccc(Cl)c3)CC2)nc2c1c(=O)n(C)c(=O)n2C	1%
COC(=O)C(Oc1ccc2c(-c3ccc(OC)cc3)cc(=O)oc2c1)c1ccccc1 (centres undefined)	12%

# Following part:
SMILES,SV40 large T antigen,Rac1 GTP hydrolysis,NTR1 ag,LYP inhibition,Hep lipid drop cells 6.5 µM,NTR1 ag cell count 20 µM,T cell modulator,GPR55 LPI antagonism,Hep lipid drop,GPR55 activation,T cell modulator vesicle-bound %,GPR35 arrestin U2OS
COCCN(C(=O)c1ccccc1)c1nnc(-c2cccnc2)s1,19%,4%,0.2,-7%,/,37,i,-9%,/,0.6%,43,-8%
CS(=O)(=O)N(CC(=O)N1CCCCC1)c1sc2c(c1C#N)CCCC2,-1%,3%,3.2,/,/,82,i,/,/,/,38,/
CC(C)NCCOCCSc1ccc(Cl)cc1,-6%,26%,1.3,-5%,/,57,i,3%,/,-0.1%,19,8%
O=C(Nc1ccccc1Cl)c1ccc(-n2cccn2)c([N+](=O)[O-])c1,4%,4%,-0.7,-4%,661,40,i,2%,-11,-0.1%,47,0%
O=C(Nc1ccc2c(c1)OCCO2)C1CC(c2ccc(F)cc2)=NO1 (centres undefined),22%,10%,-0.4,-8%,847,88,i,-3%,11,0.0%,48,-13%
CC(C)C[C@H](NC(=O)OC(C)(C)C)C(=O)N[C@@H](CO)[C@H](O)[C@@H]1C[C@@H]1C(=O)N(C)C,9%,4%,0.9,-9%,832,91,i,7%,-10,0.4%,16,14%
CC(=O)Nc1ccc(S(=O)(=O)N2CCN=C2SCc2ccccc2C)cc1,13%,-1%,0.2,-11%,804,59,i,15%,-2,-0.2%,8,-7%
COc1cc(/C=N/NC(=O)Cn2cnc3ccccc3c2=O)ccc1O,38%,?,-0.7,-4%,655,46,i,0%,4,0.9%,30,-4%
Cc1ccc(N/C=C/c2onc(C)c2[N+](=O)[O-])cc1,8%,12%,-0.8,-7%,624,56,i,0%,10,0.3%,33,-2%
CC(=O)Oc1ccc(C(=O)[C@H]2[C@H]3C(=O)N(c4ccc(C)cc4C)C(=O)[C@H]3[C@@H]3C=CC=NN32)cc1,15%,15%,6.0,-5%,759,39,i,7%,8,0.3%,32,-4%
CCCN1CCN(C(=O)CS(=O)(=O)Cc2nc(-c3cccc(OC)c3)oc2C)CC1,7%,9%,1.0,-8%,771,47,i,13%,-4,-0.1%,3,6%
Cc1csc(Cn2c(CN(C)C)nc3ccccc3c2=O)n1,3%,7%,-3.8,-7%,722,74,i,5%,-2,-0.1%,29,12%
COc1cccc(C(=O)NC2CCCC2)c1,-2%,2%,0.8,-1%,680,82,i,0%,-1,0.0%,55,16%
C/C(CC(=O)NCCCN1CCOCC1)=N\NC(=O)COc1ccc(C)cc1,15%,8%,-0.8,-5%,659,94,i,7%,2,0.8%,67,-4%
O=c1c2ccccc2nnn1CSc1nnc2ccccn12,13%,7%,-0.7,-7%,769,80,i,1%,5,-0.1%,12,-1%
CC(C)CNS(=O)(=O)c1cc(C(=O)OCC(=O)N(C)C2CCS(=O)(=O)C2)c(Cl)cc1Cl (centres undefined),9%,11%,2.8,-9%,637,64,i,7%,1,0.7%,34,4%
Cc1ccc(C)c(NC(=O)c2ccccn2)c1,3%,4%,0.1,0%,676,78,i,-9%,-3,-0.1%,42,10%

# Entries listed so far containing a thiophene ring, fused or not:
SMILES,SV40 large T antigen,Rac1 GTP hydrolysis,NTR1 ag,LYP inhibition,Hep lipid drop cells 6.5 µM,NTR1 ag cell count 20 µM,T cell modulator,GPR55 LPI antagonism,Hep lipid drop,GPR55 activation,T cell modulator vesicle-bound %,GPR35 arrestin U2OS
CCOC(=O)CNC(=O)c1sc2ncnc(N3CCc4ccccc4C3)c2c1C,3%,-3%,-2.1,-4%,654,78,i,-21%,-46,-0.2%,13,-1%
CS(=O)(=O)N(CC(=O)N1CCCCC1)c1sc2c(c1C#N)CCCC2,-1%,3%,3.2,/,/,82,i,/,/,/,38,/
